Screening data as filed in PubChem.
EWS-Fli inh: EWS/Fli transcriptional activity inhibition; A673 NR0B1-luciferase reporter, viability-normalised; inhibition, % at 12.6 µM; 350,000 tested, 0.67% active;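 active means mean inhibition of at least 50% after viability correction, with every replicate also passing that limit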;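 further: firefly luciferase signal divided by Alamar Blue viability fluorescence both relative to DMSO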
LGR2 antag: blocks bursicon-induced cAMP signaling via Drosophila LGR2; HEK293 LGR2, CRE-luciferase, bursicon-stimulated, 4 h; inhibition, % at 9.99 µM; 380,000 tested, 0.35% active;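 active means drop in luminescence signal, shown as inhibition above about 50% in the replicate tests, limit read from the data, passing the limit was not always enough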;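 further: agonist challenge used bursicon conditioned medium at about half maximal strength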
PAX8 reporter: PAX8 transcriptional activity inhibition. RMG-I TPO-luciferase reporter, SteadyGlo, 24 h. inhibition, % at 12.6 µM. 360,000 tested, 1.2% active;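 active means mean replicate inhibition at least 60% with every replicate also reaching 60%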;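 further: luciferase light reporting Pax8 driven TPO promoter activity; plate controls were median of neutral control wells for no effect and mitoxantrone controls for full effect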
miR122 inh: blocks miR-122 activity in Huh7 sensor cells; 340,000 tested, 0.3% active; Huh7 miR-122 Renilla luciferase sensor, 48 h; neutral wells = 0, positive control = 100; activation (reporter increase), % at 12.5 µM;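 active means mean replicate activation score at least 90 and every replicate individually at or above 90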;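 further: higher luciferase means less miR-122 activity so hits act as miR-122 inhibitors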
PGC1a acetyl inh: lowers PGC1a acetylation signal in U2OS cells; AlphaScreen anti-acetyl-lysine; with virally co-expressed GCN5 acetyltransferase; AID 651687; inhibition, % at 15.6 µM; 350,000 tested, 0.17% active;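 active means every replicate shows inhibition of at least 40%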;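 further: 0% = neutral control wells and 100% = positive control wells; some results beyond the cut were filed as inactive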
Cneo AK release: causes C. neoformans cell lysis; lysis activity, % at 15 µM; 360,000 tested, 0.2% active; adenylate kinase release luminescence, 4 h; normalised: neutral wells 0, clomiphene wells 100; AID 651654;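 active means mean lysis activity across replicates of at least 80%, whatever share of replicates individually reach that level; inactive means mean lysis activity below 80%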
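Schedule: static 4 h at 37 °C with compound, 1 h detection; system: C. neoformans cells; benchmarks: Clomiphene as positive control; buffer or medium: fresh YPD medium; measure: luminescence rise reflecting yeast cell lysis; measured by: luminescent adenylate kinase detection reagent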
CASP6 VEID inh: blocks human caspase-6 cleavage activity | purified caspase-6, Z-VEID-R110 cleavage fluorescence | AID 686996 | 350,000 tested, 0.53% active | inhibition, % at 12.5 µM | P55212;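 active means mean inhibition across replicates at least about 35%, with every replicate also reaching that limit, limit read from the data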;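 further: 0% = median of neutral control wells and 100% = no fluorescence left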
Target sequence (P55212 24-179 limits assumed): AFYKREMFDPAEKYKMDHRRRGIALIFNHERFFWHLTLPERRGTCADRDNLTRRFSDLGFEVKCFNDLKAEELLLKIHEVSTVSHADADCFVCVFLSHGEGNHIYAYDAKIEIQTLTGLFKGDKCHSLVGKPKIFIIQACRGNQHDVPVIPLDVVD
Target sequence (P55212 194-293 limits assumed): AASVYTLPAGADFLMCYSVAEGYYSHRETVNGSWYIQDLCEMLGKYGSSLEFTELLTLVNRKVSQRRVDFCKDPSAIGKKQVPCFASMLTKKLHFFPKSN
FN deposition inh: fibronectin deposition inhibition | AH1F fibroblasts, Alexa488-fibronectin deposition fluorescence, overnight | inhibition, % at 12.6 µM | 350,000 tested, 0.086% active | AID 743247;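 active means mean inhibition across replicates of 30% or more, regardless of how many single replicates reach that level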;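 further: positive control wells lacked labelled fibronectin entirely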
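Measured by – fluorescence 485/525 nm · System – AH1F fibroblast monolayer, labelled fibronectin deposition · Amount – 10000 cells per well · Buffer or medium – serum-reduced DMEM (2% serum) · Doses – single dose, pinned · Also added – fluorescent fibronectin at 24 nM final · Schedule – 1 h cell attachment, overnight exposure to compound and label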
Starred values were filed as active, the others as inactive; [ ] = another dose, or the depositor's remark. Hits appear at their usual frequency; overall some 2.5% were active at least once.

What do the screens show for `CC(=O)NC(Cc1ccc(F)c(F)c1)C(=O)NC1CCN(c2c(Cc3ccccc3)c(C)nc3ncnn23)CC1` (configuration not stated)?
EWS-Fli inh: -44; LGR2 antag: -3; PAX8 reporter: 13; miR122 inh: -10; PGC1a acetyl inh: -8; Cneo AK release: -1; CASP6 VEID inh: 7

What do the screens show for `COc1cc(-c2[nH]ncc2CN(C)Cc2nonc2C)cc(OC)c1OC`?
EWS-Fli inh: 2; LGR2 antag: 0; PAX8 reporter: -6; miR122 inh: -9; PGC1a acetyl inh: -3; CASP6 VEID inh: -2; FN deposition inh: -4

What do the screens show for `CCCOP(=O)(OCCC)C(NC(=O)C(C)(C)C)c1ccccc1` (configuration not stated)?
EWS-Fli inh: 6; LGR2 antag: -11; PAX8 reporter: 1; CASP6 VEID inh: -2; FN deposition inh: 3

How did COC(C)(C)c1cc(C(C)(C)C)nc(N)n1 do in these assays?
miR122 inh: 0; PGC1a acetyl inh: 4; Cneo AK release: -1; FN deposition inh: -2

How did CCc1cnc(N2[C@H](C#N)[C@@H](c3ccc(C#CCC4CCCC4)cc3)[C@@H]2CO)s1 do in these assays?
EWS-Fli inh: 0; LGR2 antag: -8; PAX8 reporter: -12; PGC1a acetyl inh: -4; FN deposition inh: -17

What do the screens show for `CCCNC(=O)[C@@H]1[C@@H](CO)[C@@H]2Cn3c(cccc3=O)[C@H]1N2Cc1ccccc1`?
EWS-Fli inh: -36; LGR2 antag: 4; Cneo AK release: 3; CASP6 VEID inh: 2

What do the screens show for `O=C(Nc1nc(-c2ccco2)c(-c2ccco2)s1)c1ccc(F)cc1F`?
EWS-Fli inh: -36; LGR2 antag: -21; miR122 inh: -6; PGC1a acetyl inh: -2; Cneo AK release: -3; CASP6 VEID inh: 4; FN deposition inh: -1

Results for COc1ccc(C2C(C(=O)C(C)(C)C)=C(O)C(=O)N2Cc2ccccc2)cc1 (configuration not stated) ?
EWS-Fli inh: -11; LGR2 antag: -4; PAX8 reporter: -8; miR122 inh: 76; PGC1a acetyl inh: 2; Cneo AK release: 6; FN deposition inh: -3

Results for O=C(Nc1ccc2c(c1)OCCO2)C(c1ccnc2ccccc12)N1CCN(c2ccc(C(F)(F)F)cn2)CC1 (configuration not stated) ?
EWS-Fli inh: 23; LGR2 antag: -2; PAX8 reporter: -60; miR122 inh: 2; PGC1a acetyl inh: -16; Cneo AK release: -17; CASP6 VEID inh: 0; FN deposition inh: 3

What do the screens show for `CN(C(=O)c1cccc(NC(=O)Cc2ccc(NC(=O)C3CCN(C(=O)C4CC4)CC3)cc2)c1)C1CCCC1`?
EWS-Fli inh: -16; LGR2 antag: -5; PAX8 reporter: 9; Cneo AK release: 2; CASP6 VEID inh: 2; FN deposition inh: -9

Results for COCCCNC(=O)C[C@H]1C[C@H](C(=O)N2CCCCC2)[C@@]2(C)c3[nH]c4cc(-c5ccco5)ccc4c3CCN2C1=O ?
EWS-Fli inh: 2; LGR2 antag: 15; PAX8 reporter: 7; miR122 inh: 4; Cneo AK release: 42; CASP6 VEID inh: -2; FN deposition inh: -5

How did Nc1cccc(C(=O)Nc2ccccc2Cl)c1 do in these assays?
miR122 inh: -6; PGC1a acetyl inh: -10; Cneo AK release: 4; FN deposition inh: -5

What do the screens show for `CC(C)c1cn(CC[C@@H]2CC[C@@H](NS(=O)(=O)c3ccc(F)cc3)[C@@H](CO)O2)nn1`?
EWS-Fli inh: 3; LGR2 antag: 8; PAX8 reporter: -11; PGC1a acetyl inh: 0; Cneo AK release: 49; CASP6 VEID inh: -5; FN deposition inh: -25

What do the screens show for `CC(Sc1nnc2n1CCCCC2)C(=O)Nc1cccc(S(=O)(=O)N2CCOCC2)c1` (configuration not stated)?
EWS-Fli inh: 6; LGR2 antag: 5; PAX8 reporter: -9; miR122 inh: 5; Cneo AK release: 0; CASP6 VEID inh: -1; FN deposition inh: -3

Results for CCOC(=O)C1=C(Cn2ccc(C(F)(F)F)n2)NC(=O)NC1c1ccc2c(c1)OCO2 (configuration not stated) ?
LGR2 antag: 12; miR122 inh: -8; PGC1a acetyl inh: 7; Cneo AK release: -1

The final 5 entries of the part before are carried over, then new ones follow:
Results for COCCCNC(=O)C[C@H]1C[C@H](C(=O)N2CCCCC2)[C@@]2(C)c3[nH]c4cc(-c5ccco5)ccc4c3CCN2C1=O ?
EWS-Fli inh: 2; LGR2 antag: 15; PAX8 reporter: 7; miR122 inh: 4; Cneo AK release: 42; CASP6 VEID inh: -2; FN deposition inh: -5

How did Nc1cccc(C(=O)Nc2ccccc2Cl)c1 do in these assays?
miR122 inh: -6; PGC1a acetyl inh: -10; Cneo AK release: 4; FN deposition inh: -5

What do the screens show for `CC(C)c1cn(CC[C@@H]2CC[C@@H](NS(=O)(=O)c3ccc(F)cc3)[C@@H](CO)O2)nn1`?
EWS-Fli inh: 3; LGR2 antag: 8; PAX8 reporter: -11; PGC1a acetyl inh: 0; Cneo AK release: 49; CASP6 VEID inh: -5; FN deposition inh: -25

What do the screens show for `CC(Sc1nnc2n1CCCCC2)C(=O)Nc1cccc(S(=O)(=O)N2CCOCC2)c1` (configuration not stated)?
EWS-Fli inh: 6; LGR2 antag: 5; PAX8 reporter: -9; miR122 inh: 5; Cneo AK release: 0; CASP6 VEID inh: -1; FN deposition inh: -3

Results for CCOC(=O)C1=C(Cn2ccc(C(F)(F)F)n2)NC(=O)NC1c1ccc2c(c1)OCO2 (configuration not stated) ?
LGR2 antag: 12; miR122 inh: -8; PGC1a acetyl inh: 7; Cneo AK release: -1

What do the screens show for `O=C(CSc1nnc(-c2ccc(F)cc2)n1-c1ccccc1)NCCN1C(=O)CSC1=O`?
EWS-Fli inh: 6; LGR2 antag: 0; PAX8 reporter: -9; miR122 inh: -3; Cneo AK release: 3; CASP6 VEID inh: 1; FN deposition inh: -1

What do the screens show for `CCOC(=O)c1oc2c(c1C)/C(=N/O)CCC2`?
LGR2 antag: -33; PAX8 reporter: -123; miR122 inh: -7; PGC1a acetyl inh: -8; Cneo AK release: 0; CASP6 VEID inh: -1; FN deposition inh: -7

Results for CC(Sc1nnc(-c2ccco2)n1N)C(=O)NC1CCCCC1C (configuration not stated) ?
EWS-Fli inh: -3; LGR2 antag: 7; PAX8 reporter: 0; miR122 inh: 4; PGC1a acetyl inh: -1; Cneo AK release: 3; CASP6 VEID inh: 1; FN deposition inh: 10

How did CC1C(=O)N(Cc2cn(CCC3OCCO3)nn2)CCS(=O)(=O)N1Cc1ccc(-c2ccc(F)nc2)cc1 (configuration not stated) do in these assays?
EWS-Fli inh: 12; LGR2 antag: -11; PAX8 reporter: 9; miR122 inh: -8; PGC1a acetyl inh: 18; Cneo AK release: 0; CASP6 VEID inh: 1; FN deposition inh: 2

Results for O=C(COC(=O)c1nc(Cl)ccc1Cl)Nc1cccc(S(=O)(=O)N2CCOCC2)c1 ?
EWS-Fli inh: -6; LGR2 antag: 7; PAX8 reporter: -10; Cneo AK release: -3; CASP6 VEID inh: 0; FN deposition inh: 0

What do the screens show for `COc1ccc(C[C@H]2CCc3cnnn3COC[C@H](CC(C)C)NC2=O)cc1`?
EWS-Fli inh: -12; LGR2 antag: -3; PAX8 reporter: -4; Cneo AK release: 3; CASP6 VEID inh: 4; FN deposition inh: -8

How did N#C[C@@H]1[C@H](c2ccccc2-c2ccccc2F)[C@@H](CO)N1C(=O)c1ccccn1 do in these assays?
EWS-Fli inh: 31; LGR2 antag: -4; PGC1a acetyl inh: -6; CASP6 VEID inh: 1; FN deposition inh: 0

Results for Cc1nc(C)c(-c2csc(Nc3ccc(F)cc3)n2)s1 ?
EWS-Fli inh: -69; LGR2 antag: -66; PAX8 reporter: -54; CASP6 VEID inh: 2

What do the screens show for `CN1C(=O)CSc2ccc(NC(=O)NCc3ccccc3)cc21`?
EWS-Fli inh: 21; LGR2 antag: 1; PAX8 reporter: 7; CASP6 VEID inh: 1; FN deposition inh: 15

How did Cc1nc(NC(=S)Nc2ccccc2)sc1C do in these assays?
EWS-Fli inh: -13; PAX8 reporter: -162; CASP6 VEID inh: -2; FN deposition inh: -6

What do the screens show for `C[C@@H]1CN([C@H](C)CO)C(=O)c2cc(NC(=O)Nc3ccc4c(c3)OCO4)ccc2O[C@@H](C)CCCCO[C@H]1CN(C)S(=O)(=O)c1cn(C)cn1`?
EWS-Fli inh: -15; LGR2 antag: 4; miR122 inh: -3[16.7 µM]; PGC1a acetyl inh: -1; Cneo AK release: 0; CASP6 VEID inh: -54

What do the screens show for `COC(=O)c1cccc(Oc2nc3c(c(=O)n(C)c(=O)n3C)n2Cc2ccc(C)cc2)c1`?
EWS-Fli inh: 0; LGR2 antag: -7; PAX8 reporter: 3; miR122 inh: -3; PGC1a acetyl inh: 7; Cneo AK release: 4; CASP6 VEID inh: -2; FN deposition inh: -6

Results for COc1ccc2cc(C(c3nnnn3C3CCCC3)N3CCc4ccccc4C3)c(=O)[nH]c2c1 (configuration not stated) ?
LGR2 antag: -4; miR122 inh: -13; PGC1a acetyl inh: 0; CASP6 VEID inh: 47*; FN deposition inh: -8

What do the screens show for `COc1ccccc1/C=C/C(=O)NNC(=O)c1cc(C)oc1C`?
EWS-Fli inh: 6; LGR2 antag: -7; PAX8 reporter: 1; Cneo AK release: 1; CASP6 VEID inh: 1; FN deposition inh: -1

Results for Cc1onc(-c2c(F)cccc2Cl)c1C(=O)Nc1cccc(S(=O)(=O)N2CCCCC2)c1 ?
EWS-Fli inh: 15; LGR2 antag: 2; PAX8 reporter: 20; CASP6 VEID inh: 1; FN deposition inh: 1

What do the screens show for `O=C(Cc1ccncc1)Nc1ccc2c(c1)[C@@H]1C[C@H](CC(=O)N3CCCCC3)O[C@H](CO)[C@@H]1O2`?
EWS-Fli inh: 6; LGR2 antag: -10; PAX8 reporter: 2; miR122 inh: 11[16.7 µM]; PGC1a acetyl inh: -10; Cneo AK release: 16; CASP6 VEID inh: -1; FN deposition inh: 0

How did COc1c(Cl)cc(C(=O)NN)cc1Cl do in these assays?
EWS-Fli inh: -6; LGR2 antag: -3; PAX8 reporter: 3; PGC1a acetyl inh: 4; CASP6 VEID inh: 1; FN deposition inh: -1
